Compound activity: PubChem BioAssay, NCI
Growth percent in the NCI-60 one-dose screen (48 h, 10 µM unless noted): 100 = growth as untreated, 0 = no growth, -100 = all killed.
PC-3 – PC-3 prostate cancer cells; actives 3.9% (n = 80,000)
SF-539 – SF-539 CNS cancer; actives 6.8% (n = 81,000)
DU-145 – DU-145 prostate cancer; AID 1794760; actives 4.2% (n = 81,000)
SF-268 – SF-268 CNS cancer cells; actives 3.1% (n = 82,000); AID 1794759
OVCAR-8 – OVCAR-8 ovarian cancer. actives 4.4% (n = 81,000). AID 1794782
SF-295 – SF-295 CNS cancer cells; actives 5.6% (n = 79,000)
U251 – U251 CNS tumor cells | actives 5.4% (n = 80,000) | AID 1794753
SNB-19 – SNB-19 CNS cancer cells; actives 2.5% (n = 81,000)
An asterisk follows results filed as active; nt = no result given; & = joins results of further samples. Rule for the calls: active = growth percent below 10; inactive = the rest.

Labels used below: A = PC-3; B = SF-539; C = DU-145; D = SF-268; E = OVCAR-8; F = SF-295; G = U251; H = SNB-19
1: CCC(Br)(CC)C(=O)c1ccc(OCC(=O)O)c(Cl)c1Cl
  A = 108	B = 97	C = 114	D = 100	E = 97	F = 82	G = 106	H = 104
2: NCCN1CCNCC1
  A = 92	B = 96	C = 104	D = 102	E = 112	F = 109	G = 102	H = 96
3: O=c1[nH]c(CSc2nnc3ccccn23)nc2cc(Cl)ccc12
  A = 95	B = 87	C = 97	D = 104	E = 113	F = 110	G = 95	H = 104
4: N#Cc1ccccc1NC(=O)c1cc(-c2ccc(F)cc2F)ccc1O
  A = 75	B = 75	C = 88	D = 69	E = 68	F = 24	G = 40	H = 53
5: CN1CCN(c2ccc(/C=N/Nc3nc4ccccc4c(=O)n3-c3ccccc3)cc2)CC1
  A = 93	B = 101	C = 109	D = 91	E = 102	F = 101	G = 102	H = 105
6: CC1(C)CC[C@]2(C(N)=O)CC[C@]3(C)[C@H](C(=O)C[C@@H]4[C@@]5(C)CCC(=O)C(C)(C)[C@@H]5CC[C@]43C)[C@@H]2C1
  A = 90	B = 90	C = 92	D = 93	E = 104	F = 100	G = 92	H = 97
7: O=C1Nc2ccc([N+](=O)[O-])cc2C1=Nc1ccc(O)cc1
  A = 87	B = 94	C = 104	D = 92	E = 94	F = 93	G = 96	H = 102
8: Cc1cc(C)nc(NS(=O)(=O)c2ccc(N/C(N)=N/c3nccc(-c4ccc(Cl)cc4)n3)cc2)n1
  A = 97	B = 93	C = 116	D = 115	E = 103	F = 92	G = 96	H = 94
9: CC(=O)Oc1ccc(/C(C)=N/NC(=O)C(C)SC(C)C(=O)N/N=C(\C)c2ccc(OC(C)=O)cc2)cc1 (stereo unspecified)
  A = 90	B = 99	C = 106	D = 99	E = 94	F = 100	G = 93	H = 99
10: CCOC(=O)c1ccc(N=Cc2cc(Cl)cc(Cl)c2O)cc1
  A = 93	B = 89	C = 107	D = 91	E = 96	F = 93	G = nt	H = 102

Overlap with the part before: 2 compounds, then new ones.
Labels used below: A = PC-3; B = SF-539; C = DU-145; D = SF-268; E = OVCAR-8; F = SF-295; G = U251; H = SNB-19
9: CC(=O)Oc1ccc(/C(C)=N/NC(=O)C(C)SC(C)C(=O)N/N=C(\C)c2ccc(OC(C)=O)cc2)cc1 (stereo unspecified)
  A = 90	B = 99	C = 106	D = 99	E = 94	F = 100	G = 93	H = 99
10: CCOC(=O)c1ccc(N=Cc2cc(Cl)cc(Cl)c2O)cc1
  A = 93	B = 89	C = 107	D = 91	E = 96	F = 93	G = nt	H = 102
11: CCC(=O)Oc1ccc(/C(=C(/C)Cc2cccc(OC)c2)c2ccc(OCCN3CCOCC3)cc2)cc1
  A = 93	B = 104	C = 109	D = 96	E = 101	F = 97	G = 98	H = 101
12: NC(=O)c1cccc(NC(=O)c2ccco2)c1
  A = 115	B = 103	C = 108	D = 97	E = 109	F = 100	G = 100	H = 97
13: NC(=O)/C=C/C(=O)c1c(Cl)cccc1Cl
  A = -96*	B = -95*	C = -76*	D = -57*	E = -67*	F = 82	G = -59*	H = 9.4*
14: COc1ccc(C(C)=O)cc1[N+](=O)[O-]
  A = 106&102	B = 96&108	C = 104&102	D = 100&96	E = 105&105	F = 101&102	G = 103&101	H = 97&107
15: O=C(O)c1cc(-c2ccccc2)nc2ccc3ccccc3c12
  A = 90	B = 108	C = 109	D = 105	E = 102	F = 97	G = nt	H = 105
16: O=S(=O)(CCCCl)Nc1ccc2[nH]ccc2c1
  A = 97	B = 95	C = 110	D = 99	E = 102	F = 109	G = 104	H = 98
17: CCc1nn2c(-c3ccc(Cl)cc3C)c(-c3cc(OC)c(OC)c(OC)c3)nc2s1
  A = 64	B = 93	C = 92	D = 93	E = 103	F = 95	G = 90	H = 57
18: O=C1/C(=C/c2cccs2)SC(=S)N1c1ccc(O)cc1
  A = 92	B = 101	C = 104	D = 104	E = 100	F = 101	G = 94	H = 90
19: COc1cccc(-c2nc3sccn3c2-c2ccnc(NCCCNS(=O)(=O)c3ccc(F)cc3)c2)c1
  A = 9.9*	B = 67	C = 34	D = 41	E = 16	F = 19	G = 55	H = 62
20: CCCCC/C(C)=N\O
  A = 99	B = 103	C = 109	D = 99	E = 102	F = 97	G = 95	H = 104
21: COC(=O)/C(CCC=C(C)C)=C1\[C@@H](OC(C)=O)C[C@@]2(C)[C@H]1CC(=O)[C@H]1[C@@]3(C)CCC(N4CCCC4)[C@@H](C)[C@@H]3CC[C@@]12C (stereo partly specified)
  A = 89	B = 102	C = 101	D = 98	E = 96	F = 98	G = 101	H = 107
22: COc1ccc(-c2ccc(-c3ccc(C(=N)N)s3)s2)cc1
  A = -93*	B = -76*	C = -96*	D = -61*	E = -67*	F = -78*	G = -70*	H = -62*
23: COC(=O)C1=Nc2ccc(F)cc2/C1=C\c1sc(=O)[nH]c1O
  A = 77	B = 90	C = 110	D = 79	E = 86	F = 109	G = 95	H = 94
24: COc1cc(-c2ccc3c(c2)NC(=O)/C3=C\c2ccc[nH]2)ccc1O
  A = nt	B = 1.0*	C = 18	D = 31	E = 18	F = -20*	G = 15	H = 35
25: Cc1sc(C(NC(=O)OCCn2c([N+](=O)[O-])cnc2C)C(F)(F)Cl)nc1-c1ccc(OC(F)(F)F)cc1 (stereo unspecified)
  A = -65*	B = -92*	C = -70*	D = -39*	E = -66*	F = -99*	G = -86*	H = nt
26: Cc1ccc(NC(=O)N2CCN(C(c3ccc(F)cc3)c3ccc(F)cc3)CC2)cc1
  A = 54	B = 87	C = 93	D = 84	E = 88	F = 67	G = 84	H = 94
27: O=CN1N=C(c2cccc(Nc3ccncc3)c2)CC1c1ccc2c(c1)OCO2 (stereo unspecified)
  A = 85	B = 95	C = 104	D = 92	E = 91	F = 92	G = 95	H = 100
28: CC(=O)Nc1ccc(NC(=O)c2ccoc2COc2ccc(C)cc2)cc1
  A = 103	B = 100	C = 103	D = 92	E = 103	F = 85	G = 99	H = 99
29: C=C(C)[C@@H]1CC[C@]2(C(=O)NS(=O)(=O)c3ccccc3)CC[C@]3(C)[C@H](CC[C@@H]4[C@@]5(C)CC[C@H](OC(=O)NS(=O)(=O)c6ccccc6)C(C)(C)[C@@H]5CC[C@]43C)[C@@H]12
  A = 7.8*	B = -34*	C = 43	D = 41	E = 18	F = 1.7*	G = 13	H = 14
30: CC(=O)Nc1ccc(Cl)cc1-c1ccccc1
  A = 75	B = 67	C = 88	D = 69	E = 89	F = 84	G = 90	H = 80
31: CC(C)(Oc1ccc(CCNC(=O)c2ccc(Cl)cc2)cc1)C(=O)O
  A = 107	B = 103	C = 131	D = 126	E = 103	F = 102	G = 105	H = 98
32: N#C/C(C(=O)Nc1ccc(S(N)(=O)=O)cc1)=C1\C(=O)Nc2ccc([N+](=O)[O-])cc21
  A = 103	B = 97	C = 112	D = 97	E = 97	F = 102	G = 97	H = 101
33: COc1cc(-c2nnc(COc3ccc(Cl)cc3Cl)o2)ccc1O
  A = 104	B = 102	C = 98	D = 89	E = 84	F = 105	G = 90	H = 101
34: COc1ccc(/C=C\c2cc(OC)c(OC)c(OC)c2)cc1OCC(=O)Nc1nc2ccccc2s1
  A = 31	B = 12	C = -27*	D = 24	E = 19	F = 10.0*	G = 14	H = 44
35: CC(=O)O[C@H]1CC[C@]2(C)[C@H]3CC[C@@H]4[C@H]5[C@H](C(C)C)CC[C@]5(C(=O)OCC(CO)(CO)N=C(N)N)CC[C@@]4(C)[C@]3(C)CC[C@H]2C1(C)C
  A = 41	B = 86	C = 37	D = 78	E = -32*	F = 100	G = -96*	H = 58
36: Cc1ccc(-c2nn(-c3ccc(S(N)(=O)=O)cc3)c(=O)c3ccccc23)c(C)c1
  A = 84	B = 95	C = 120	D = 105	E = 98	F = 107	G = 104	H = 103
37: CS(=O)(=O)c1cccnn1
  A = 96	B = 82	C = 98	D = 99	E = 106	F = 112	G = 93	H = 102
38: CCc1ccc2c(c1)C1(Oc3c(OC)cccc3C3CC(c4ccc(F)cc4)=NN31)C(=O)N2 (stereo unspecified)
  A = nt	B = 98	C = 106	D = 95	E = 100	F = 101	G = 93	H = 94
39: CC1=C(C(=O)/C=C/c2ccc(Cl)cc2)C(c2ccccc2)NC(=S)N1 (stereo unspecified)
  A = 101	B = 101	C = 97	D = 95	E = 99	F = 101	G = 101	H = 92
40: Cc1cc(N2CCSCC2)nc(NC2CCCC(Nc3ccnc4cc(Cl)ccc34)C2)n1 (stereo unspecified)
  A = -46*	B = -93*	C = 20	D = -40*	E = -21*	F = -79*	G = -66*	H = 1.4*
41: Cc1nnc(N2CCN(c3ccccn3)CC2)c2ccccc12
  A = 100	B = nt	C = 111	D = 106	E = 99	F = 88	G = 99	H = 101
42: c1ccc(-c2cc(-c3ccccc3C3CC3)no2)cc1
  A = 88	B = 87	C = 100	D = 94	E = 97	F = 97	G = 92	H = 90
43: N#Cc1c(NC(=O)c2ccccc2)sc2c1CCC(=O)C2
  A = 12	B = -28*	C = 41	D = 16	E = 14	F = 22	G = 13	H = 19
44: CC1=NN(c2cccc(Cl)c2)C(=O)/C1=C\c1cn(C(=O)c2c(Cl)cccc2Cl)c2ccccc12
  A = 94	B = 88	C = 114	D = 100	E = 90	F = 97	G = 111	H = 101
45: CN1CCN(C(=O)[C@]23CCC(C)(C)C[C@@H]2C2=CC[C@@H]4[C@@]5(C)Cc6c([nH]c7ccccc67)C(C)(C)[C@@H]5CC[C@@]4(C)[C@]2(C)CC3)CC1
  A = 65	B = 77	C = 85	D = 85	E = 80	F = 92	G = 78	H = 92
46: CC(=O)[C@@]1(O)CC[C@H]2[C@@H]3CC[C@H]4C[C@@H](O)CC[C@]4(C)[C@H]3C(=O)C[C@@]21C
  A = 90	B = 95	C = 108	D = 100	E = 102	F = 97	G = 93	H = 99
47: CCOC(=O)C1=C(C)NC(SCc2cc(=O)oc3ccc4ccccc4c23)=N[C@@H]1c1cccc2ccccc12
  A = 72	B = 108	C = 99	D = 95	E = 90	F = 98	G = 88	H = 100
48: Oc1ccc(N=Cc2c(O)ccc3ccccc23)cc1
  A = 78	B = 71	C = 85	D = 86	E = 90	F = 67	G = 83	H = nt
49: CC1(C)CC(=O)C2=C(C1)Nc1cc3c(cc1C2c1ccc2c(c1)OCO2)OCO3 (stereo unspecified)
  A = 95	B = 97	C = 101	D = 79	E = 101	F = 83	G = 95	H = 94
50: Brc1cccc(/C=N/Nc2nc(N/N=C/c3cccc(Br)c3)nc(N3CCCCC3)n2)c1
  A = 80	B = 106	C = 101	D = 106	E = 97	F = 97	G = 97	H = 102
51: CSc1ccc(N(C)c2nc(C)nc3c2CCC3)cc1
  A = 20	B = -16*	C = 9.3*	D = 27	E = 12	F = 14	G = 12	H = 38
52: Brc1c[n+](Cc2ccc3ccccc3c2)cn1Cc1ccc2ccccc2c1
  A = 8.5*	B = 40	C = 38	D = 14	E = 8.2*	F = 50	G = 21	H = 17
53: CCN1CCN(c2cc(C(=O)Nc3nc4ccc(Oc5ccnc(C(=O)NC)c5)cc4s3)cc(C(F)(F)F)c2)CC1
  A = 56	B = 93	C = 86	D = 93	E = 92	F = 83	G = 77	H = 111
54: CCOc1ccc(NC(=O)Nc2cc(C(C)C)c(O)cc2C)cc1
  A = nt	B = 101	C = 114	D = 110	E = 148	F = 110	G = 102	H = nt
55: COCCn1cc(-c2nc(-c3cccnc3)cs2)c2cc(F)ccc21
  A = nt	B = 81	C = 90	D = 91	E = 102	F = 96	G = 90	H = 97
56: CCCCCCCCCCCC1=NC(C)(C)CN1C(C)(C)CO
  A = 55	B = 58	C = nt	D = 69	E = 69	F = 90	G = 21	H = 114
57: O=C(CCCCCCn1cc(-c2ccc(O[C@H]3OC(CO)[C@@H](O)C(O)[C@@H]3O)cc2)nn1)NO (stereo partly specified)
  A = 100	B = 93	C = 110	D = 103	E = 97	F = 101	G = 109	H = 99
58: COc1ccc(C(=O)CSc2nc(-c3cc(OC)ccc3OC)cc(-c3ccc(OC)cc3)c2C#N)cc1
  A = nt	B = 87	C = 108	D = 90	E = 105	F = 100	G = 104	H = 100
59: CN1CCN(C2=Nc3ccccc3Oc3ccc(Cl)cc32)CC1
  A = 84	B = 111	C = 108	D = 109	E = 107	F = 95	G = 102	H = 104

Profiles, looked up by structure:
`Cc1sc(C(NC(=O)OCCn2c([N+](=O)[O-])cnc2C)C(F)(F)Cl)nc1-c1ccc(OC(F)(F)F)cc1` (stereo unspecified) is listed with PC-3: -65*; SF-539: -92*; DU-145: -70*; SF-268: -39*; OVCAR-8: -66*; SF-295: -99*; U251: -86*; SNB-19: nt
`CCCCC/C(C)=N\O` is listed with PC-3: 99; SF-539: 103; DU-145: 109; SF-268: 99; OVCAR-8: 102; SF-295: 97; U251: 95; SNB-19: 104
`CC1=NN(c2cccc(Cl)c2)C(=O)/C1=C\c1cn(C(=O)c2c(Cl)cccc2Cl)c2ccccc12` is listed with PC-3: 94; SF-539: 88; DU-145: 114; SF-268: 100; OVCAR-8: 90; SF-295: 97; U251: 111; SNB-19: 101
